RmlC RmlD mix: RmlC and RmlD coupled enzyme inhibitors, primary screen, biochemical, 384-well, compound mixtures, retest; inhibition, % at 5.5 µM; RmlC/RmlD coupled enzyme inhibition, 384-well mixture HTS; hit rate 0.39% among 110,000; in the data active = inhibition above about 30%, passing the limit was not always enough; note: strong numbers were not always called active
RT RNaseH block: HIV-1 RT RNase H inhibitors, primary screen, biochemical, fluorescence; Gag-Pol polyprotein (Human immunodeficiency virus type 1 group M subtype B (isolate …; RT-RNase H RNA/DNA duplex cleavage; inhibition, % at 10 µM; hit rate 1.9% among 65,000; AID 565, 2006; in the data active = inhibition above about 50%
An asterisk follows results filed as active; / = not tested or not shown. Not all compounds are listed; count on the stated rates, not on these rows.

SMILES	RmlC RmlD mix	RT RNaseH block
CSc1cccc(NC(=O)Cn2cccc2)c1	12	3
Cc1c(NC(=O)c2n[nH]c(=O)c3ccccc23)c(=O)n(-c2ccccc2)n1C	-14	/
O=C(CO)N/N=C/c1ccccc1F	1	/
Cc1ccc(-c2cnc(NC(=O)CCC(=O)N3CCCCC3)n2C)cc1	11	-5
CC(C(=O)Nc1ccccc1Sc1ccccc1)N(c1ccccc1)S(C)(=O)=O (configuration not stated)	-14	/
COc1ccc(C2CC(=O)Oc3c(C(CCN4CCCC(C)C4)c4ccc(N(C)C)cc4)c(OC)cc(OC)c32)cc1 (configuration not stated)	-57	/
C#CCN(C)CCCOc1ccc(Cl)cc1Cl	3	/
Cc1ccc(C(=O)Nc2ccccc2N2CCN(C(=O)C(C)C)CC2)cc1C	14	-10
CCNC(=O)CSc1nnc(-c2cccc(S(=O)(=O)N(CC)CC)c2)n1CCc1ccccc1	6	/
COc1ccc(C2CC(c3cc(Br)ccc3F)n3nnnc3N2)cc1 (configuration not stated)	-8	-14
CC(C)C1N(c2ccccc2)C(N)=C(C#N)C1(C#N)C#N (configuration not stated)	5	-5
Cc1ccc(S(=O)(=O)N(C)CC(=O)O/N=C(\N)c2cccc([N+](=O)[O-])c2)cc1	-7	/
CCOC(=O)N1CCN(C(=O)c2oc3ccc(S(=O)(=O)N4CCCCC4)cc3c2C)CC1	-7	-4
C=CCn1c(=NC(=O)CN2C(=O)CCC2=O)sc2cccc(OC)c21	11	/
Cc1ccccc1/[N+]([O-])=C/c1ccncc1	-3	/
COCCNc1nc(-c2cc(-c3ccccc3)on2)cc(C(C)C)n1	-5	/
CCC1(CC)NC(=O)N(CC(=O)OCC(=O)Nc2cc(C)ccc2C)C1=O	24	-7
CCCn1c(NCc2cccc(OC)c2O)nc2ccccc21	-12	-27
Cc1c(NC(=O)c2cnn3c2NC(c2ccco2)CC3C(F)(F)F)c(=O)n(-c2ccccc2)n1C (configuration not stated)	3	4
O=C(OC1CCCCC1)c1ccc2c(c1)C1C=CCC1C(C(=O)O)N2 (configuration not stated)	/	-5
CC1(C)CC(=O)C2=C(C1)Nc1ccccc1NC2c1cccnc1 (configuration not stated)	-16	4
O=C(Cc1cccs1)N1CCN(C(=O)C2CCCO2)CC1 (configuration not stated)	8	-17
O=C(CCSc1ccccc1)Nc1ccc(OCc2ccccc2)cc1	-6	/
Cc1ccc2c(c1)NCC(C(=O)NC1CCCCC1)O2 (configuration not stated)	-9	9
CC(=O)N1CSCC1C(=O)O (configuration not stated)	-10	-4
OC(COCC1CC=CCC1)Cn1cnc2ccccc21 (configuration not stated)	-13	-5
CCS(=O)(=O)NCc1csc(-c2ccccc2)n1	12	-8
CC#CCN1c2ccccc2[C@]23C[C@@H](C(=O)OC)N(C(=O)OCC)C2=NC(C(=O)OC)=C(C(=O)OC)[C@H]13	8	/
O=C(CSc1ncccn1)Nc1ccccc1	7	-12
COc1cccc(Cn2nnc(C(=O)NCc3ccccc3Cl)c2N)c1	5	-42

Five structures from above, sorted by SMILES length, low to high:
SMILES	RmlC RmlD mix	RT RNaseH block
C#CCN(C)CCCOc1ccc(Cl)cc1Cl	3	/
Cc1ccccc1/[N+]([O-])=C/c1ccncc1	-3	/
C=CCn1c(=NC(=O)CN2C(=O)CCC2=O)sc2cccc(OC)c21	11	/
Cc1ccc(C(=O)Nc2ccccc2N2CCN(C(=O)C(C)C)CC2)cc1C	14	-10
Cc1c(NC(=O)c2cnn3c2NC(c2ccco2)CC3C(F)(F)F)c(=O)n(-c2ccccc2)n1C (configuration not stated)	3	4

New compounds follow
SMILES	RmlC RmlD mix	RT RNaseH block
COc1ccc(Cl)cc1Nc1nc(-c2sc(NC(=O)CC(C)C)nc2C)cs1	-8	/
Cc1nonc1OC(C)CNc1ccc([N+](=O)[O-])cc1 (configuration not stated)	8	/
O=C(/C=C/c1ccc(F)cc1)NCCC1=CCCCC1	-14	/
S=C(Nc1ccccc1)N1CCCCCC1	-5	/
COC(=O)c1ccc(C)c(NC(=O)c2c(-c3ccccc3)noc2C)c1	-31	-7
COc1cc2c(cc1NC(=O)COc1ccc3ccccc3c1)oc1ccccc12	7	/
c1coc(CNc2nc3sc4c(c3c3ncnn23)CCCC4)c1	10	13
COc1ccc(NC(=O)c2cc(C3CC3)on2)c(OC)c1	-16	-9
Cc1c(S(=O)(=O)N2CCOCC2)c(=O)n(C)c(=O)n1C	5	/
N/C(=N\OC(=O)c1cccc(Br)c1)c1ccc(Br)cc1	-12	/
COc1cc(O)c2c(c1)OC(C)(C)CC2=O	-11	-14
CCCn1nc2cc(C(=O)N(CC)c3ccc(OC)cc3)ccc2c1OCC	13	/
O=C1CC(C(=O)N2CCOCC2)C2(CCCC2)O1 (configuration not stated)	-14	-9
C/C(=N/OC(=O)c1ccc(F)cc1)c1ccc(C)cc1	-8	/
COc1ccc(-n2nnnc2SCC(=O)Nc2cccc(C)n2)cc1OC	-5	-13
C=C1/C(=C\C=C2/CCC[C@]3(C)[C@@H]([C@H](C)/C=C/[C@@H](O)C4CC4)CC[C@@H]23)C[C@@H](O)C[C@@H]1O	-10	/
CCN(CC)S(=O)(=O)c1ccc(S(=O)(=O)Nc2cc3c(cc2C(C)=O)OCO3)cc1	-9	-14
CCCCN(CCCNc1ncnc2nc[nH]c12)c1ccccc1	-9	-25
COc1cccc(CNCCN2CCOCC2)c1OC	8	/
CC(C)Cn1c(=O)c2c(c3ccccc31)OC(C)C(=O)N2 (configuration not stated)	15	-34
COc1ccc(C(=O)NCC(=O)OCC(=O)NC(=O)NC2CCCCC2)cc1OC	-5	-1
O=CN(Cc1ccco1)C1(C(=O)NC2CCCCC2)CCCCC1	-7	-2
CC(=O)NC1(C(F)(F)F)NC(=O)N(CC(C)C)C1=O (configuration not stated)	-16	-5
O=C(/C=C/c1c(Cl)cccc1Cl)n1cccn1	-26	/
O=C(O)c1cc(-c2ccccc2)n[nH]1	9	/
O=C(C1CCN(CCCc2ccccc2)CC1)N1CCCCC1	0	/
COC(=O)c1ccn(-c2nc(-c3ccco3)cc(C(F)(F)F)n2)n1	-3	/
COCCN1C(=O)c2ccc(C(=O)NCc3cccnc3)cc2C1=O	-13	1
Cc1nc2ccccc2c2oc(C(=O)N3CCN(C(=O)c4ccco4)CC3)cc12	-3	-7
COc1ccc(C2c3c(oc4ccccc4c3=O)C(=O)N2CCN2CCOCC2)cc1OC (configuration not stated)	/	6

Six entries picked at random from those above:
SMILES	RmlC RmlD mix	RT RNaseH block
O=CN(Cc1ccco1)C1(C(=O)NC2CCCCC2)CCCCC1	-7	-2
COc1cc(O)c2c(c1)OC(C)(C)CC2=O	-11	-14
C/C(=N/OC(=O)c1ccc(F)cc1)c1ccc(C)cc1	-8	/
COc1ccc(NC(=O)c2cc(C3CC3)on2)c(OC)c1	-16	-9
Cc1c(NC(=O)c2cnn3c2NC(c2ccco2)CC3C(F)(F)F)c(=O)n(-c2ccccc2)n1C (configuration not stated)	3	4
O=C(CCSc1ccccc1)Nc1ccc(OCc2ccccc2)cc1	-6	/

Additional structures.
SMILES	RmlC RmlD mix	RT RNaseH block
O=C(Nc1cccc2ccccc12)OC1C=CS(=O)(=O)C1 (configuration not stated)	-13	-3
CC1CC(C)CN(C(=O)c2cc3c(s2)CCC3)C1 (configuration not stated)	-1	/
Cc1ccc(C)c(S(=O)(=O)NCc2ccc(C(=O)NCc3ccccn3)cc2)c1	12	/
CCNC(=O)Cn1cnc2c1c(=O)n(C)c(=O)n2C	-11	2
COC(=O)/C=C/S(=O)(=O)c1ccc(NC(C)=O)cc1	-1	43
O=C(Nc1nnc(SCc2ccccc2)s1)c1cccs1	-17	8
CC(C)Cn1c(-c2ccco2)csc1=Nc1cccnc1	3	/
N#Cc1cc2c(nc1SCC(=O)Nc1cc(Cl)cc(Cl)c1)C1CCN2CC1	8	/
COc1cc(-n2nc(C)c3c2OC(N)=C(C#N)C3c2ccccc2)c(Cl)c(Br)c1O (configuration not stated)	2	18
COc1ccc(NC(=O)CN(C)S(=O)(=O)c2ccccc2)cc1	9	/
O=C1c2ccccc2C(=O)C1Cc1cccc2ccccc12	2	/
O=C(CN1CCN(c2ccccc2)CC1)c1ccc2cc[nH]c2c1	12	/
Cc1cccc(C)c1C(=O)N[C@@H](Cc1ccccc1)C(=O)O	-3	/
O=C(Cc1ccc(F)cc1)NCCc1ccccc1	-10	/
CC(C)Nc1nc(SCC(N)=O)nc(N2CCOCC2)n1	3	/
O=C(COc1ccccc1)OCc1cc2ccccc2[nH]c1=O	-28	-33
Cc1cc(C)c2[nH]c(=O)c(CN(Cc3nnnn3C3CCCC3)C3CCCCC3)cc2c1	8	4
COC(=O)CNC(=O)c1ccccc1[N+](=O)[O-]	10	/
O=C(NC1CCSC1=O)c1cccc(C(=O)NC2CCSC2=O)c1 (configuration not stated)	-8	4
CC(C)(C)c1ccc(O)c(N)c1	4	86*
CC(C)(C)C(=O)N1CCC(O)(CS(=O)(=O)Cc2ccccc2Cl)CC1	0	/
O=C1CCCN1CCC1CCN(C2CC(=O)N(c3ccc(Cl)cc3)C2=O)CC1 (configuration not stated)	-2	18
CCC(C)NC(=O)/C(=C/c1ccco1)c1ccccc1 (configuration not stated)	-7	/
COc1ccc(Nc2ncnc3sc(-c4ccccc4)cc23)cc1	-70	/
CCOC(=O)c1c(C)[nH]c(C)c1C(=O)CSc1nnc(-c2cc(OC)c(OC)c(OC)c2)o1	-20	20
CN(C)/C=N/c1sc2c(c1C#N)CC(C)(C)NC2(C)C	-11	/
Cc1ccccc1OCC(=O)Nc1ccccc1N1CCOCC1	-3	-14
CC(C)C(C(=O)Nc1ccc(N2CCOCC2)cc1)N1C(=O)c2ccccc2C1=O (configuration not stated)	-55	-5
CN1CCN(c2c(N)c(=O)oc3ccccc23)CC1	1	/
COc1ccc(OC)c(NC(=O)CSc2nnnn2-c2ccc3c(c2)OCO3)c1	3	-3
Cn1ccc(O)c(C#N)c1=O	-10	/
Cc1ccc2cc(C(c3nnnn3CC3CCCO3)N3CCc4ccccc4C3)c(=O)[nH]c2c1 (configuration not stated)	-11	1
CN(C)c1nc2c(c(=O)[nH]c(=O)n2C)n1Cc1ccc(F)cc1	-10	-6
CCC(C)N1Cc2ccccc2C1=N (configuration not stated)	-2	/
O=C(Nc1ccc(Cl)cc1)N(Cc1nnc2n1CCCCC2)c1ccccc1	-52	6
COc1ccc(-c2noc(C3CCCN(C(=O)c4ccccc4OC)C3)n2)cc1OC (configuration not stated)	-9	-15
O=C(NCc1ccc2c(c1)OCO2)c1cccc(N2CCCC2=O)c1	8	-30
CCN1C(=O)CC(N2CCC(Cc3ccccc3)CC2)C1=O (configuration not stated)	24	-1
CCOC(=O)C1=NNC(C(=O)c2ccc(C)cc2)C1c1ccc(OC)cc1 (configuration not stated)	-3	/
CCN(CCNC(=O)Cn1cc2c(n1)CCCC2)c1ccccc1	-10	-14
Cc1ccc(Cl)cc1N1CCN(C(c2cccnc2)c2nnnn2C2CCCCC2)CC1 (configuration not stated)	-6	-12
O=C(/C=C/c1ccccc1)N1CCC[C@H]1CO	4	/
COCc1nnc(NC(=O)c2ccc(S(=O)(=O)N3CCCCCC3)cc2)o1	-11	10
O=C(CN1C(=O)NC(Cc2ccccc2)C1=O)NC(=O)NC1CCCCC1 (configuration not stated)	1	1
Cc1ccc(S(=O)(=O)Cn2nnnc2C(C(C)C)N2CCc3ccccc3C2)cc1 (configuration not stated)	/	18
CCOC(=O)C1=C(C)Nc2nc3ccccc3n2C1c1ccncc1 (configuration not stated)	-12	-3
CCC(=O)Nc1ccc(-c2nc(-c3ccccc3)n(CC(=O)N3CCCCC3)n2)cc1	3	1
CCCCn1c(SCC(=O)Nc2cccc(OC)c2)nc2ccc(N3CCOCC3)cc2c1=O	0	51*
Cc1cc(-c2nnco2)c(C)n1-c1ccccc1	-4	-49
Cc1cc2cc(CNC(=O)c3ccc4c(c3)OCO4)ccc2n1C	-7	0
Additional structures:
SMILES	RmlC RmlD mix	RT RNaseH block
COCCN1C(=O)N[C@@H](c2cccc(F)c2)C(C(C)=O)=C1C	3	/
CCc1nc(N)c(C#N)c(-c2ccc(F)cc2)c1C	-5	/
Cn1cc(-c2nc3ccccc3[nH]2)c2ccccc21	6	-8
O=C(CCCSc1nc(-c2ccco2)cc(C(F)(F)F)n1)NCc1cccs1	3	-51
Cn1nc(C(F)(F)F)c(C(=O)Nc2ccc(C(F)(F)F)cc2)c1Cl	-14	/
CCC(CC)C(=O)Nc1nnc(SCC(=O)N2CCN(c3ccccc3OC)CC2)s1	14	-2
CCNc1nc(Oc2ccc(=O)n(C)n2)nc(N2CCOCC2)n1	-11	-4
CCOc1ccccc1Nc1nc(-c2sc(NC(=O)c3ccc([N+](=O)[O-])cc3)nc2C)cs1	-12	/
COc1ccccc1NC(=O)Nc1ccc(Br)cn1	-12	-42
CC(C)Cc1n[nH]c(=O)[nH]1	-25	-6
CSc1nc(N(C)NC(=O)c2ccc(F)cc2)c2ccccc2n1	7	/
O=c1cc(-c2ccccc2)nc2nc(-c3ccccc3)[nH]n12	-7	-5
CC(C)CN(CC(C)C)C1=N/C(=C\c2ccco2)C(=O)N1c1ccccc1	12	/
CCn1c(CNc2ccc(F)cc2)nnc1SCC(=O)Nc1ccc(OC)cc1OC	-6	-12
Cn1nc(C(F)(F)F)c(C(=O)Nc2ccc(F)cc2F)c1Oc1cccc(Cl)c1	4	/
CSc1ccc(C#N)cc1NC(=O)c1cccc(Cl)c1	4	/
Cc1cccc(OCC(=O)Nc2ccc(N3CCN(S(C)(=O)=O)CC3)cc2)c1C	14	6
O=C1c2ccccc2NC(c2ccccn2)N1c1ccccc1F (configuration not stated)	20	/
O=C(CSc1nnc(CCCO)n1-c1ccccc1)Nc1nccs1	7	-2
O=C(CN(CC1CCCO1)S(=O)(=O)c1ccc(S(=O)(=O)NCC2CCCO2)cc1)Nc1ccccc1 (configuration not stated)	-38	/
O=C(CNC(=O)C1CCCCC1)NC1=NCCS1	-6	8
